High-throughput results deposited in PubChem by several laboratories.
EP2 modulator: modulates human prostaglandin E2 receptor EP2 signaling; P43116; EP2-expressing cells, cAMP HTRF FRET, PGE2 co-stimulation; induction, % at 25 µM; 260,000 compounds, 0.83% hits;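 active = compounds whose cAMP rise, as percent of the full-agonist control response, exceeds 60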;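 note: rat C6 glioma line stably carrying human EP2 under a CMV promoter; the protocol text gives 20 µM as final concentration; 100% = response of wells given 1 µM PGE2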
Target sequence (P43116 whole entry, looked up): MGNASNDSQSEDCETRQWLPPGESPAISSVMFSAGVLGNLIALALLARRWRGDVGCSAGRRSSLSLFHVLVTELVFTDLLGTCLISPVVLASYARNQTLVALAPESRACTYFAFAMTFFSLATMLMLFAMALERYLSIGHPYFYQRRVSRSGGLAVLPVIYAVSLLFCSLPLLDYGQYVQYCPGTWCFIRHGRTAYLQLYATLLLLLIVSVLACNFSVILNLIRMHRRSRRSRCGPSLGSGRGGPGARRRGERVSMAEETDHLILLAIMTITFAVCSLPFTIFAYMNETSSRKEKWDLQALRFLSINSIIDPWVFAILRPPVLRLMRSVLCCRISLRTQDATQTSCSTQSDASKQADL
CHOP inhibitor: blocks CHOP induction under ER stress | CHO-K1 CHOP-promoter luciferase, tunicamycin-induced, 15-18 h | inhibition, % at 10 µM | 220,000 compounds, 3.8% hits | AID 2732;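 active = compounds that reduced the stress-induced luciferase reporter signal by more than about 70% of percent inhibition, limit read from the data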;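 note: 0% = tunicamycin plus vehicle and 100% = wells without tunicamycin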
NPY1 pot ag: potentiators or agonists of human neuropeptide Y receptor Y1. 220,000 compounds, 0.37% hits. P25929. activation, % at 3.6 µM. NPY-Y1 expressing cells, potentiator/agonist activation; in the data active = activation above about 33%, passing the limit was not always enough;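 note: cells stimulated with NPY at EC10 then isoproterenol at EC100; 0% = low agonist plus stimulus and 100% = saturating agonist plus stimulus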
Target sequence (P25929 whole entry, looked up): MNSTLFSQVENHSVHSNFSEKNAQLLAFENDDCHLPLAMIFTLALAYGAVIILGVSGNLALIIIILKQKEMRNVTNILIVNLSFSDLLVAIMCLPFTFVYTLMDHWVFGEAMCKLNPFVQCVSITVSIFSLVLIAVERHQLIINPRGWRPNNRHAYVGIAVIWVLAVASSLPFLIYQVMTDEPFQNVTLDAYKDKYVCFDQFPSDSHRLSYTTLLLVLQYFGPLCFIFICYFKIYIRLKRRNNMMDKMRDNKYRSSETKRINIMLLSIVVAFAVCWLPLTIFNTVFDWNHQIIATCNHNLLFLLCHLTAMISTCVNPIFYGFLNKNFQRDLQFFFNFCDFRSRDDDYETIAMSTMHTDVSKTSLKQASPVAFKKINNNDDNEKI
PPC-1+TRAIL kill: compounds killing PPC-1 cancer cells with TRAIL present (potentiator screen, no TRAIL-free arm). PPC-1 cells + TRAIL, ATPLite viability luminescence. 220,000 compounds, 0.41% hits. cell killing (% activity), % at 4 µM. AID 1443;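 active = cell killing above 50% in the first pass at 4 µM, then a duplicate retest at 5 µM averaging 50% or more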;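 note: plate controls were cells with TRAIL plus DMSO for no effect and medium-only wells lacking cells for full effect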
TRPML3 ag: human mucolipin-3 channel agonism; Q8TDD5; HEK293 TRPML3-YFP, Fluo-8 calcium fluorescence; 100% = the carbachol control signal; activation, % at 3 µM; 220,000 compounds, 0.29% hits; AID 1448;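 active = activation above its plate's cutoff, the mean activation of the plate's test wells plus 3 SD, cut at about 12% in these data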;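 note: 0% = DMSO only wells and 100% = carbachol wells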
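Test system: HEK293 cells stably carrying human TRPML3-YFP; Doses: single dose, 3 µM final nominal compound, 0.3% DMSO final; Schedule: dye loading 1 h 37 °C then 30 min ambient, 125 s read; Technique: Fluo-8 calcium fluorescence; Benchmarks: high control carbachol 87 µM, low control DMSO.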
NPY Y1 blocker: blocks the human neuropeptide Y Y1 receptor. P25929. HEK293-CNG Y1 cells, membrane potential fluorescence; NPY at EC95, then isoproterenol. inhibition, % at 3.6 µM. 200,000 compounds, 1% hits. AID 1040;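 active = inhibition above the campaign mean inhibition of all tested compounds plus 3 SD, cut at about 20% in these data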;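 note: 0% = DMSO wells given NPY plus isoproterenol and 100% = isoproterenol alone without NPY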
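material = HEK293 cells with Y1 receptor plus CNG channel | also added = NPY 25 nM then isoproterenol 1 µM plus Ro 20-1724 25 µM | schedule = dye 3 h, compound 60 min room temperature, stimulation 45 min | measured by = membrane potential fluorescence | benchmarks = high control isoproterenol alone, low control NPY with isoproterenol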
14-3-3 Bad PPI: disrupts binding of bovine 14-3-3 zeta to phospho-Bad peptide | TR-FRET 14-3-3zeta/Dy647-pBad peptide displacement, 1 h | inhibition, % at 21.7 µM | 220,000 compounds, 0.71% hits | AID 781;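 active = inhibition above about 70%, limit read from the data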;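 note: 0% = full 14-3-3 plus peptide FRET controls and 100% = background without 14-3-3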
Target sequence (P63103 whole entry, looked up): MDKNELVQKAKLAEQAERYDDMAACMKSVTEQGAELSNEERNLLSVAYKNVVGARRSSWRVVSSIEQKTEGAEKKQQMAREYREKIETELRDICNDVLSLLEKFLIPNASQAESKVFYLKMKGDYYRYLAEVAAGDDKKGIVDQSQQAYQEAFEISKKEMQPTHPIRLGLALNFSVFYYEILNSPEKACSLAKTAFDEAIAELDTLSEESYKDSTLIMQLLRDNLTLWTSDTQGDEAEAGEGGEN
PGE2 EP2 inh: EP2 receptor (human) inhibition. 260,000 compounds, 0.52% hits. C6 glioma cells expressing human EP2, cAMP TR-FRET; cells stimulated with saturating PGE2. inhibition, % at 25 µM. AID 1422. P43116;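 active = percent inhibition above 40 after rounding to a whole number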;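 note: rat C6 glioma host cells with rolipram phosphodiesterase inhibitor present; the protocol text gives 20 µM as final concentration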
TRPN1 ag: activates the zebrafish TRPN1 channel | activation, % at 3 µM | 220,000 compounds, 0.18% hits | HEK293 zebrafish TRPN1-YFP, Fluo-8 calcium fluorescence; 100% = response to 87 µM carbachol;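 active = activation above its plate's cutoff, the mean activation of test wells on that plate plus 3 SD, cut at about 19% in these data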;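 note: 0% = DMSO alone and 100% = 87 µM carbachol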
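Material: zebrafish TRPN1-YFP in HEK293 cells. Doses: one dose of 3 µM, 0.3% DMSO. Incubation: dye 1 h 37 °C plus 30 min RT. Measured by: intracellular calcium fluorescence with Fluo-8.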
Active calls of the source: *; · = not tested or not shown; & = joins results of further samples; [ ] = remark or other dose. Some of the compounds tested; the hit share may differ from the screen's.

SMILES	EP2 modulator	CHOP inhibitor	NPY1 pot ag	PPC-1+TRAIL kill	TRPML3 ag	NPY Y1 blocker	14-3-3 Bad PPI	PGE2 EP2 inh	TRPN1 ag
Cc1ccccc1NC(=S)N/N=C1\CC(C)(C)Oc2ccc(O)cc21	5	42	17	7	-2.2	2	-19	10	-1.2
O=C(COC(=O)c1cc(-c2cccc(Br)c2)nc2ccccc12)NCC1CCCO1 (centres undefined)	-10	41	-21	8	0.9	10	-12	1	-0.4
CC(C)(C)c1cc(NC(=O)CSc2nnc(NCc3ccccc3)s2)n(-c2ccccc2)n1	-2	50	24	9	-1.1	-1	-8[fluorescence artefact?]	10	-1.9
O=C(NC1CCCCC1)C(c1ccc(F)cc1)N(C(=O)c1cccs1)c1ccc2c(c1)OCO2 (centres undefined)	13	21	9	6	-0.2	3	·	10	0.1
Cc1ccc2c(n1)CC(C)(C)C/C2=N\O	-12	-17	-26	23	-0.1	-3	8	2	-0.7
O=C(Nc1cccc(Cl)c1)c1ccc(F)c(S(=O)(=O)NCc2cccs2)c1	-13	46	-9	15	2.0	-4	4	14	3.6
Cc1cc(=O)oc2cc(OCc3ccc(S(=O)(=O)N4CCOCC4)cc3)ccc12	40	15	-9	6	-0.1	-4	-8	10	1.1
COc1cccc(C2=NOC(C(=O)NCCCn3ccnc3)C2)c1 (centres undefined)	21	8	-17	17	0.9	12	8	3	0.7
CN(c1nc(-c2ccccc2)cs1)C1CCS(=O)(=O)C1 (centres undefined)	11	14	1	4	0.7	0	1	11	-0.2
FC(F)(F)c1nc2ccccc2n2c(-c3c(Cl)cccc3Cl)nnc12	9	36	7	10	-1.6	3	-7[fluorescence artefact?]	·	-1.0
O=C(O)CCCCCNC(=O)Nc1ccc2c(c1)OCCO2	9	-6	-1	6	0.6	8	2	-5	0.1
Oc1c(CN2CCN(c3ccccn3)CC2)cc(Cl)c2cccnc12	-8&-52	·	19	8	1.1	0	8	11&7	-0.2
COc1ccc(-n2c(=S)[nH]c3cc(C(=O)NCc4ccco4)ccc3c2=O)c(OC)c1	-10	18	-9	18	0.8	4	·	10	-0.2
CC(C)c1ccc(-c2nn[nH]n2)cc1	-17&-32	-24	5	-15	0.4	9	46	6&7	1.4
Cn1c(=O)oc2cc(S(=O)(=O)N3CCC(C(=O)N4CC=C(c5ccccc5)CC4)CC3)ccc21	-27	24	5	-14	0.5	3	3	10	0.4
CN1C2C=C3C(C#N)=C(N)C(C#N)(C#N)[C@@H](c4ccc(Cl)cc4)[C@@H]3C1CC2 (some centres undefined)	-2	-2	0	-2	0.6	0	2	17	1.4
O=C(NCc1ccc2c(c1)OCO2)c1cc(S(=O)(=O)N2CCCCC2)ccc1F	13	11	6	23	0.7	1	-3	10	1.8
Brc1ccc(-c2nnc(-c3cccc(Br)c3)o2)cc1	43	-30	-10	1	1.0	7	-3	10	0.8
COCCN(CCOC)S(=O)(=O)c1ccc(Cl)nc1	-4	1	-4	7	0.1	·	-12	11	2.2
Cn1cc(CN2CCC(C(=O)N3CCCCC3)CC2)c(-c2ccccc2F)n1	0	24	-4	30	0.2	1	-1	4	0.7
CCOc1cc(C=O)ccc1OCc1cc(=O)n2cc(C)ccc2n1	-18	1	9	-7	1.7	3	1	7	0.4
CC1(C)C2CC=C(/C=N/NC(=O)c3ccccc3O)C1C2 (centres undefined)	-58	7	-30	19	0.2	7	-7	21	0.0
C#CCNC(=O)C1=C[C@H](c2ccc(C(F)(F)F)cc2)C[C@H](OCCCCO)O1	-21	9	-18	-15	0.9	4	-4	10	1.3
CC(C)(C)Cc1nnc(NC(=O)Cc2cccs2)s1	-6	28	13	8	2.1	4	34	7	1.3
O=C(N/N=C\c1cccs1)c1sccc1-n1cccc1	-25	3	4	20	-1.1	0	-9	2	-1.9
Cc1cc(Br)c2c(c1)/C(=C/C(=O)c1cccs1)C(=O)N2	-27	99*	35	4	0.8	-1	-5	16	1.9
COc1ccc(NC(=O)C(Cc2ccccc2)n2cccc2)c(OC)c1 (centres undefined)	-9	25	-2	21	0.8	·	14	5	-0.6
COc1cccc(NC(=O)N2CCC(N3CCCCC3)CC2)c1	6	-29	-9	8	0.4	0	3	12	0.7
COCCN(CC(=O)Oc1ccccc1P(=O)(OC)OC)Cc1ccccc1	12	12	3	18	0.9	·	2	11	-1.3
O=C(Nc1ccc(Cl)cc1)C1CCN(C(=O)NC2CCCCC2)CC1	14	10	-6	-10	0.3	0	-9[fluorescence artefact?]	7	2.0
O=C(N/N=C/c1coc2ccccc2c1=O)c1cn(-c2ccccc2)nc1-c1ccc(F)cc1	6	-21	2	22	0.3	3	-4	9	1.0
COc1ccc2c(c1)[n+](=O)c(C(C)=O)c(C)n2[O-]	-6	25	-20	1	1.1	6	·	8	-0.1
CC1CCN(CCOc2ccc(OCc3ccccc3)cc2)CC1	-9	11	-32	32	3.1	17	-12	12	2.9
O=C1NN=COc2ccccc21	-11	-3	3	14	0.3	0	-20	7	0.0
Cn1cc(C(=O)N/N=C/c2cccs2)c2ccccc21	17	-11	-8	24	-0.3	-7	1	12	-0.8
O=C(c1ccco1)N1CCN(S(=O)(=O)c2ccc(S(=O)(=O)NC3CCCCC3)cc2)CC1	-26&-9	4	-14	2	1.1	18	49	4&20	2.3
O=C(COC(=O)c1cncc(Br)c1)NCc1ccccc1Cl	-13	10	1	15	0.0	8	-4	6	-0.1
O=C(Nc1nn[nH]n1)c1cccc([N+](=O)[O-])c1	36	8	1	-12	0.7	0	-23	8	1.0
COc1ccc(CC(NC(C)=O)C(=O)NC2CCN(C(=O)c3cc(OC)c(OC)c(OC)c3)CC2)cc1 (centres undefined)	11	21	10	-1	-0.4	·	2	3	0.1
COc1cc(C(c2c(C)[nH][nH]c2=O)c2c(C)[nH][nH]c2=O)cc(OC)c1OC	15	-8	-14	22	0.1	1	1	2	1.9
Cc1ccccc1C(=O)N/N=C1\SCC(=O)N1Cc1ccco1	14	3	17	·	0.6	-7	-15	9	0.4
O=C(CCn1cccc(C(F)(F)F)c1=O)Nc1cccc(C(F)(F)F)c1	2	-4	-4	4	0.4	·	-1	4	1.4
COC(=O)CC1C(=O)NC(C)=C1C(=O)OC (centres undefined)	4	-5	10	8	-0.4	·	3	5	-0.7
Nc1c(NC2CCCCC2)c2ccccc2oc1=O	-28	16	-4	3	0.7	1	-14	6	-0.1
CCOC(=O)C1C(=O)CC(C)(O)C(C(=O)OCC)C1c1ccc([N+](=O)[O-])cc1 (centres undefined)	-15	-6	-10	6	-0.4	·	5	8	-1.9
CC1(C(=O)Nc2nnc(SCc3ccccc3)s2)Cc2ccccc2C(=O)O1 (centres undefined)	31	43	-1	38	0.3	8	-3[fluorescence artefact?]	3	-0.5
COc1cccc(C(=O)NCC(=O)OCC(=O)Nc2cc(OC)c([N+](=O)[O-])cc2C)c1	-4	12	15	-14	-0.3	5	7	10	-0.9
O=C(Cn1c(CSc2ccccc2)nc2ccccc21)Nc1ccccc1	2	31	1	-10	0.1	18	1	8	-1.6
CCOC(=O)c1ccc2c(c1)C(=O)N(C1CCCCC1)C2=O	3	29	-7	0	0.0	2	-8	10	1.2
CC1CCCCC1NC(=S)Nc1cccc(S(=O)(=O)N(C)C)c1 (centres undefined)	-37	10	-1	1	-0.3	3	-4	10	0.7
Next section:
SMILES	EP2 modulator	CHOP inhibitor	NPY1 pot ag	PPC-1+TRAIL kill	TRPML3 ag	NPY Y1 blocker	14-3-3 Bad PPI	PGE2 EP2 inh	TRPN1 ag
Cc1ccc(C)c(CSc2ccc3nnc(-c4ccccn4)n3n2)c1	-85	11	-19	21	-0.5	3	-2	6	-1.2
CC(C)(C)c1cc(C(=O)C[n+]2ccc(C(=O)NCCCO)cc2)cc(C(C)(C)C)c1O	18	4	21	-2	0.1	·	-3	7	0.4
N#CC(C(N)=O)=C1CCCCC1	11	-9	6	14	-0.2	·	5	4	-1.0
CCN(CC)S(=O)(=O)c1ccc(N(C)C)c(NC(=O)CC(NC(C)=O)c2ccccc2)c1 (centres undefined)	8	4	5	19	0.8	7	-4	8	1.0
COC(=O)c1ccc(SC)cn1	31	13	5	12	0.9	-1	-4[fluorescence artefact?]	4	0.3
O=C(CN1C(=O)C2(OCCCO2)c2ccccc21)NCCc1ccccc1	11	-12	-3	5	0.4	1	2[fluorescence artefact?]	8	0.3
CN(C)c1cc(-c2ccc([N+](=O)[O-])cc2)oc(=O)c1Cl	-9	-2	-14	18	0.3	·	-1	9	1.0
COc1ccc(C2C(C#N)=C(N)Oc3cc(N)ccc32)cc1OC (centres undefined)	8	-3	2	-3	0.8	2	-7	6	1.0
O=C(COC(=O)C1CCCC1)NCc1ccc(Cl)cc1	19	21	-13	8	-0.4	2	-3	2	-1.4
CNC(=S)N1CCc2ccccc2C1	12	-30	-29	26	1.1	-1	-14	1	1.5

Structures shown so far with a furan ring, fused or not:
SMILES	EP2 modulator	CHOP inhibitor	NPY1 pot ag	PPC-1+TRAIL kill	TRPML3 ag	NPY Y1 blocker	14-3-3 Bad PPI	PGE2 EP2 inh	TRPN1 ag
COc1ccc(-n2c(=S)[nH]c3cc(C(=O)NCc4ccco4)ccc3c2=O)c(OC)c1	-10	18	-9	18	0.8	4	·	10	-0.2
O=C(c1ccco1)N1CCN(S(=O)(=O)c2ccc(S(=O)(=O)NC3CCCCC3)cc2)CC1	-26&-9	4	-14	2	1.1	18	49	4&20	2.3
Cc1ccccc1C(=O)N/N=C1\SCC(=O)N1Cc1ccco1	14	3	17	·	0.6	-7	-15	9	0.4

Following part
SMILES	EP2 modulator	CHOP inhibitor	NPY1 pot ag	PPC-1+TRAIL kill	TRPML3 ag	NPY Y1 blocker	14-3-3 Bad PPI	PGE2 EP2 inh	TRPN1 ag
Cc1ccc(-c2noc(CN3CCC(C(N)=O)CC3)n2)cc1	16	9	-3	6	0.8	-1	-12	·	1.0
C=CCn1c(SCc2c(C)noc2C)nc2sc3c(c2c1=O)CCC(C)C3 (centres undefined)	39	26	-18	4	0.5	3	-3	6	0.4
COCc1[nH]nc2c1C1(C(=O)N(C)c3ccccc31)C(C#N)=C(N)O2 (centres undefined)	8&9	-14	-1	2	0.2	1	5	8&8	-0.1
c1coc(C2OCC3(CO2)COC(c2ccco2)OC3)c1 (centres undefined)	33	-4	-2	1	1.1	·	2	54*	0.1
O=C(c1ccc2nc(N3CCOCC3)sc2c1)N1CCCC1	19	-4	4	1	0.2	0	3	15	-1.3
COc1ccc(/C=N/n2c(SC)nnc2-c2ccccc2)cc1C	12	37	-37	2	-1.0	9	3	16	-2.0
Cc1ccc(C(=O)CSc2n[nH]c(-c3ccco3)n2)cc1C	-7	12	-40	0	-0.8	17	-18	4	-1.0
CCOC(=O)c1ccc(NC(=O)CN2C(=O)CSCC2=O)cc1	-13	13	17	10	0.7	4	-2	6	0.3
